ANO1 block = mouse TMEM16A channel inhibition, primary screen; HEK293 TMEM16A/YFP iodide influx fluorescence, ionomycin; normalized B-score (activity score, 25-100; higher = stronger inhibition) at 10 µM; 1.2% of 310,000 active; AID 588511;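 active = ratio plate-corrected score three or more library SD toward inhibition, starting fluorescence score within five deviations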;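 note: score derived from kinetic fluorescence span divided by baseline fluorescence per well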
TRPC6 inhibitor = mouse TRPC6 channel inhibition; Q61143; HEK293-TRPC6, membrane potential dye, ACh-evoked depolarization; stronger effect = lower value; B-score at 10 µM; 1.1% of 310,000 active; AID 2553;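 active = B-score under library mean minus 3 SD, initial fluorescence not abnormally high, positive integrated signal ratio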;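 note: B-score derived from integrated fluorescence ratio over the kinetic read; more negative B-score means stronger inhibition of depolarization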
Target sequence (Q61143 whole entry, looked up): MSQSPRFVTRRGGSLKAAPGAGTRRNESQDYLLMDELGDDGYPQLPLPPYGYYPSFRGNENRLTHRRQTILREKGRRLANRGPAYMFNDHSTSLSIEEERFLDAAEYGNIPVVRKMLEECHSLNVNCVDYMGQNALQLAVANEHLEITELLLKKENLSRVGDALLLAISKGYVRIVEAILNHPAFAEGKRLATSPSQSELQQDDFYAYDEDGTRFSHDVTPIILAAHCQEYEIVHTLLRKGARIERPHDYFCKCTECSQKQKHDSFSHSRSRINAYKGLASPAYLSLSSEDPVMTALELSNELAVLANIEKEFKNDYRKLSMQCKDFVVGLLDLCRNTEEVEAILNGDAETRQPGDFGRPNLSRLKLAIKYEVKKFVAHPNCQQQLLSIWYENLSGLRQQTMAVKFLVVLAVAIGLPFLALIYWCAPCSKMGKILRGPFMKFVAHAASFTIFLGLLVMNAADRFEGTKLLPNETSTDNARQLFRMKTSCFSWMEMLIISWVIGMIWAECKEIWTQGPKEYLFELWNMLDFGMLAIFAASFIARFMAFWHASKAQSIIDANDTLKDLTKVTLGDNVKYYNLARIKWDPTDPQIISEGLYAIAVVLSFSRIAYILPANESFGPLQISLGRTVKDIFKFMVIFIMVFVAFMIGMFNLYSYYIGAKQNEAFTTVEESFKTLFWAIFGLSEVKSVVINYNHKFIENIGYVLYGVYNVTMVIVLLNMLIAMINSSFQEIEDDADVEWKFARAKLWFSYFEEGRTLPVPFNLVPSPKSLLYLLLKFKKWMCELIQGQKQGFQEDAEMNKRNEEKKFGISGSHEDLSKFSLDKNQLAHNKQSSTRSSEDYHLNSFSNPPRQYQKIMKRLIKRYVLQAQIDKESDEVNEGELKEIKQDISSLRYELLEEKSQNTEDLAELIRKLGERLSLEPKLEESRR
TMEM16A act = activators or potentiators of mouse TMEM16A chloride channel; Q8BHY3; HEK293 TMEM16A/YFP-H148Q/I152L, iodide quench fluorescence; stronger effect = lower value; B-score at 10 µM; 0.3% of 340,000 active;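 active = fluorescence-ratio B-score plate-corrected deviation score at least 3 library SD below zero, with starting fluorescence score within 5 deviations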;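 note: channel opened by trigger with iodide after compound preincubation; score built on the fluorescence ratio of max minus min over baseline; more negative score means more quench and so TMEM16A activation or potentiation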
RGS4 block = human RGS4 inhibition; B-score at 10 µM; 0.45% of 310,000 active; HEK293 M3R/RGS4 inducible, Fluo-4 calcium flux; stronger effect = higher value; triggered by carbachol at its EC20; AID 463165;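 active = B-score, a plate-corrected calcium signal, over three deviations above library mean, with baseline fluorescence within five deviations of library mean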;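 note: RGS4 expression induced by doxycycline in cells with stable M3 receptor; B-score is computed from the integrated fluorescence ratio over baseline after carbachol; higher B-score means a larger calcium signal and so more RGS4 inhibition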
TRPC6 act = activates the mouse TRPC6 cation channel; Q61143; HEK293-TRPC6 membrane potential dye fluorescence; stronger effect = higher value; B-score at 10 µM; 0.13% of 310,000 active; AID 2550;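 active = B-score of the integrated fluorescence ratio above library mean plus 3 SD, and starting fluorescence ratio within library mean plus 5 SD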;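 note: higher score means more depolarization so channel activation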
TRPC4 agonist = activators of mouse TRPC4 channel; 0.49% of 310,000 active; HEK293 TRPC4beta/mu-opioid, Fluo4 calcium fluorescence; stronger effect = higher value; B-score at 10 µM;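 active = B-score above 5 SD of library B-scores, and initial fluorescence ratio not above library mean plus 5 SD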;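 note: positive B-score marks a calcium rise read as TRPC4 activation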
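Test system: HEK293 cells stably co-expressing mouse TRPC4beta and mu-opioid receptor | Schedule: Fluo4 dye loading 45 min at room temperature, 110 s recording | Measured by: Kinetic Fluo4 calcium fluorescence, 5 s baseline at 1 Hz | Evaluation: B score of integrated ratio | Controls: Buffer (low) and maximal DAMGO (high)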
TRPC4 PAM = allosterically enhances the mouse TRPC4 cation channel; Q9QUQ5; HEK293 TRPC4beta/mu-opioid, DAMGO EC20, Fluo-4 Ca2+ flux; stronger effect = higher value; B-score at 10 µM; 0.42% of 310,000 active;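 active = B-score of calcium response area above 5 SD of library B-scores, with initial fluorescence ratio within 5 SD of library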;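 note: B-score of integrated fluorescence ratio over time as area under calcium response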
MrgX1 ag = agonists of human MrgX1 receptor; Q96LB2; MrgX1-HEK293 cells, Fluo-4 calcium fluorescence, agonist mode; stronger effect = higher value; B-score at 10 µM; 0.44% of 310,000 active; AID 588627;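 active = calcium response B-score plate-corrected fluorescence ratio at least 3 library SD, with starting fluorescence B-score inside 5 SD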
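System: HEK293 cells stably expressing human MrgX1 receptor; Dosing: test compound in the initial addition of three; Schedule: overnight plating, then 30 min 37 °C plus 30 min room-temperature dye loading; Detection: kinetic calcium dye fluorescence, Fluo-4 NW; Controls: per-plate positive and negative controls for Z′ factor.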
TRPC4 inh = blocks the mouse TRPC4 cation channel; Q9QUQ5; HEK293 TRPC4beta/mu-opioid, DAMGO-evoked Fluo4 calcium flux; stronger effect = lower value; B-score at 10 µM; 0.39% of 300,000 active; AID 2247;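 active = B-score over 3 SD under the library average, no early fluorescence shift, positive overall ratio signal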
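Material: HEK293 cells with stable TRPC4beta plus mu-opioid receptor expression; probe or stimulus: DAMGO in two steps, submaximal then maximal; technique: Fluo4 calcium fluorescence by kinetic imaging, 5 s 1 Hz baseline; measure: integrated fluorescence ratio relative to baseline, converted to per-well B score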
MrgX1 PAM = allosterically activates human MrgX1 receptor signaling. Q96LB2. MrgX1-HEK293, Fluo-4 calcium flux, FDSS; stronger effect = higher value. B-score at 10 µM. 0.63% of 310,000 active. AID 588675;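 active = plate-corrected calcium response at least 3 library SD above typical, normal starting fluorescence, not activating the receptor alone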;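 note: compound read alongside a low EC10 to EC30 dose of BAM8-22 agonist; peak minus trough fluorescence over baseline measured at the second addition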
MrgX1 antag = antagonists of human MrgX1 receptor. Q96LB2. MRGX1-HEK293 calcium flux, Fluo-4, BAM8-22 antagonism; stronger effect = lower value. B-score at 10 µM. 1.3% of 310,000 active. AID 588676;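 active = calcium-response B-score plate-corrected more than 3 library SD below zero, starting fluorescence within 5 deviations, no agonist response on first addition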;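 note: peak minus trough fluorescence over baseline after final BAM8-22 challenge near maximal dose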
* hit, by the source's call; i = inactive; . = no result given.

SMILES	ANO1 block	TRPC6 inhibitor	TMEM16A act	RGS4 block	TRPC6 act	TRPC4 agonist	TRPC4 PAM	MrgX1 ag	TRPC4 inh	MrgX1 PAM	MrgX1 antag
Cc1ccc2cc(C(c3nnnn3C(C)(C)C)N3CCCCCC3)c(=O)[nH]c2c1 (configuration not stated)	i	i	i	i	i	i	i	i	i	i	i
COc1ccc(CNS(=O)(=O)c2ccc(F)c(C(=O)Nc3ccccc3OC)c2)cc1	i	i	i	i	i	i	i	i	i	i	i
O=C(CSc1ncn[nH]1)Nc1nc(-c2ccccc2)cs1	i	i	i	i	i	i	i	i	i	i	i
CCc1ccc([C@@H]2CC=C(C(=O)O)[C@H](c3ccc(F)cc3)N2S(=O)(=O)c2ccc(C)cc2)cc1	100*	.	i	.	.	.	.	i	.	i	i
COc1ccccc1NC(=O)Cn1nnc(-c2ccccc2NC(=O)c2cnccn2)n1	i	i	i	i	i	i	i	i	i	i	i
COc1cccc(N/C=C/C(=O)c2ccc(OC)c(OC)c2)c1	i	i	i	i	i	i	i	i	i	i	i
CCOC(=O)NC(=O)c1cn(Nc2ccccc2C(F)(F)F)c(=O)[nH]c1=O	i	i	i	i	i	i	i	i	i	i	i
Cc1ccc(S(=O)(=O)Nc2ccc3c4c(cccc24)CC3)c(C)c1	i	i	i	i	i	i	i	i	i	i	i
CCN(Cc1ccccc1)C(=O)c1cc2c(OC)c(OC)c(OC)cc2[nH]1	i	i	.	i	i	i	i	i	i	i	i
Cc1ccc(OCc2n[nH]c(=S)n2-c2ccccc2)cc1	i	i	i	i	i	i	i	i	i	i	i
O=C(COC(=O)c1ccccc1O)Nc1cccc(S(=O)(=O)NC2=NCCCCC2)c1	i	i	i	i	i	i	i	i	i	i	i
C=CCN(c1ccccc1)S(=O)(=O)c1c(C)[nH]c(=O)[nH]c1=O	i	i	i	i	i	i	i	i	i	i	i
C=CCn1c(SCC(=O)Nc2nnc(CC)s2)nnc1-c1ccco1	i	i	i	i	i	i	i	i	i	i	i
Cc1oc2c(c1C(=O)Nc1ccc(C(=O)O)cc1)CCCC2	i	i	i	i	i	i	i	i	i	i	i
O=C(NC1CCCc2ccccc21)c1cccnc1 (configuration not stated)	i	i	i	i	i	i	i	i	i	i	i
C=CCc1ccccc1OCC(=O)NNC(=S)NCc1ccccc1	i	i	i	i	i	i	i	i	i	i	i
COc1ccc(C(=O)/C=C/c2ccccc2F)c(OC(=O)c2ccc([N+](=O)[O-])cc2)c1	i	i	i	i	i	i	i	i	i	i	i
COc1c(C)cc(C(=O)C2CCCN(C(=O)c3cc4nc(C)cc(C)n4n3)C2)cc1C (configuration not stated)	i	i	i	i	i	i	i	i	i	i	i
COC(=O)c1c(NC(=O)Cn2nc(C(F)F)cc2C(F)F)sc(C)c1C	i	i	i	i	i	i	i	i	i	i	i
COc1cc(CO)ccc1Oc1nnnn1-c1ccc(C(N)=O)cc1	i	i	i	i	i	i	i	i	i	i	i
Cc1nn(C)c(C)c1S(=O)(=O)N(CC(=O)Nc1ccccn1)c1ccc(C(C)C)cc1	i	i	i	i	i	i	i	i	i	i	i
O=C(CN1C(=O)C2C3C=CC(C3)C2C1=O)NC1CCCc2ccccc21 (configuration not stated)	i	i	i	i	i	i	i	i	i	i	i
O=C(Nn1c(-c2ccc(F)cc2)nc2ccccc2c1=O)c1cccnc1	i	i	i	i	i	i	i	i	i	i	i
O=C(CN1C(=O)c2ccc([N+](=O)[O-])cc2C1=O)NCC1CCCO1 (configuration not stated)	i	i	i	i	i	i	i	i	i	i	i
CCc1cc(=O)oc2cc(OCC(=O)N(CC)CC)c(Cl)cc12	i	i	i	i	i	i	i	i	i	i	i
O=C(/C=C/c1ccc([N+](=O)[O-])cc1)N1CCN(S(=O)(=O)c2cccs2)CC1	i	i	i	i	i	i	i	i	i	i	i
Cc1ccsc1C(=O)c1sccc1C	i	i	i	i	i	i	i	i	i	i	i
COc1ccc(C(=O)c2sc3nc(C)cc(-c4cccs4)c3c2N)cc1OC	i	i	i	i	i	i	i	i	i	i	i
CC1(C)CC(=O)c2cc(OCC(=O)N3CCCCCC3)ccc2O1	i	i	i	i	i	i	i	i	i	i	i
O=C(O)/C=C\C(=O)Nc1ccccc1C#Cc1ccc(Br)cc1	i	i	i	i	i	i	i	i	i	i	i
Cc1ccc(Oc2ccc(C(F)(F)F)cc2[N+](=O)[O-])c([N+](=O)[O-])n1	i	i	i	i	i	i	i	i	i	i	i
COc1ccc(C(=O)COC(=O)CCNS(=O)(=O)c2ccccc2)cc1Br	i	i	i	i	i	i	i	i	i	i	-5.6*
Cc1cc(C)cc(NC(=O)CSc2nnnn2-c2cccnc2)c1	i	i	i	i	i	i	i	i	i	i	i
CCCCNC(=O)c1cc2ccccc2s1	i	i	i	i	i	i	i	i	i	i	i
CN1CCN(c2ccc(NC(=O)C(C)(c3ccccc3)c3ccccc3)cc2)CC1	i	i	i	i	i	i	i	i	i	i	i
COc1ccccc1N=c1scc(-c2ccc3c(c2)NC(=O)CO3)n1CC1CCCO1 (configuration not stated)	i	i	i	i	i	i	i	i	i	i	i
CCn1c2ccccc2c2cc(NC(=O)CCCN3C(=O)CCC3=O)ccc21	i	i	i	i	i	i	i	i	i	i	i
COc1ccc(S(=O)(=O)CCC(=O)N2c3ccccc3CC2C)cc1 (configuration not stated)	i	i	i	i	i	i	i	i	i	i	i
OC(CNCC1CCCO1)Cn1c2ccc(Br)cc2c2cc(Br)ccc21 (configuration not stated)	i	i	i	i	i	i	17*	i	i	i	i
COc1cc2ccccc2cc1C(=O)Nc1ccc(Cc2ccncc2)cc1	i	i	i	i	i	i	i	i	i	i	i
Cc1nc2cc(NC(=O)NCc3ccco3)ccc2o1	i	i	i	i	i	i	i	i	i	i	i
CC(C)N1CCC(N2CCN(C3CCCCC3)CC2CCO)CC1 (configuration not stated)	i	i	i	i	i	i	i	i	i	i	i
CCCOc1cccc(C2C(C(=O)c3ccc(C)o3)=C(O)C(=O)N2c2nc(C)c(C(C)=O)s2)c1 (configuration not stated)	i	i	i	i	i	i	i	i	i	i	i
CC1CCCC(C)N1C(=O)Cn1nnc(-c2ccc([N+](=O)[O-])cc2)n1 (configuration not stated)	i	i	i	i	i	i	i	i	i	i	i
COc1cc(NC(=O)c2cccs2)cc(OC)c1	i	i	.	i	i	i	i	i	i	i	i
O=[N+]([O-])c1cnccc1Nc1ccccc1	i	i	i	i	i	i	i	i	i	i	i
S=C(NCC1CCCO1)N1CCN(c2ccccc2)CC1 (configuration not stated)	i	i	i	i	i	i	i	i	i	i	i
O=C(CCc1nc2ccccc2c(=O)[nH]1)OCc1ccccc1F	i	i	i	i	i	i	i	i	i	i	i
COC(=O)c1ccc(CNC(=O)c2ccc3c(c2)OCCO3)cc1	i	i	i	i	i	i	i	i	i	i	i
Cc1cccc(N2CCN(C3=NC(=O)/C(=C\c4cn[nH]c4-c4ccccc4)S3)CC2)c1	i	i	i	i	i	i	i	i	i	i	i

Additional records:
SMILES	ANO1 block	TRPC6 inhibitor	TMEM16A act	RGS4 block	TRPC6 act	TRPC4 agonist	TRPC4 PAM	MrgX1 ag	TRPC4 inh	MrgX1 PAM	MrgX1 antag
CCCC(=O)NC(=S)Nc1nc(-c2ccc(OC)cc2)cs1	i	i	i	i	i	i	i	i	i	i	i
C=CCOc1c2ccc(C(=O)NC3CCCc4ccccc43)cc2nn1C (configuration not stated)	i	i	i	i	i	i	i	i	i	i	i
CC(=O)Nc1ccc(NC(=O)c2ccccc2CCc2ccccc2)cc1	i	i	i	i	i	i	i	i	i	15*	i
COCCSc1nnc(NC(=O)COC)s1	i	i	i	i	i	i	i	i	i	i	i
C=C(C)CN(CC)C(=O)CC1C(=O)NCCN1C (configuration not stated)	i	i	i	i	i	i	i	i	i	i	i
CCNS(=O)(=O)c1ccc(NC(=O)c2ccccc2)cc1	i	i	i	i	i	i	i	i	i	i	i
COc1ccccc1NC(=O)CCC(=O)OCc1ccc(Br)cc1	i	i	i	i	i	i	i	i	i	i	i
COc1ccc(CCN2CC(C(=O)N(C)Cc3ccccc3OC)CCC2=O)cc1 (configuration not stated)	i	i	i	i	i	i	i	i	i	i	i
FC(F)(F)c1ccc(Cl)c(NC(=S)N/N=C/c2ccccc2C(F)(F)F)c1	i	i	i	i	i	i	i	i	i	i	i
Cc1ccc2[nH]c3c(c2c1)CNCC3	i	i	i	i	i	i	i	i	i	i	i
O=C(O)Cn1cc(F)c(=O)[nH]c1=O	i	i	.	i	i	i	i	i	i	i	i
CCOc1cc(C(=O)O)ccc1OCCOc1ccccc1	i	i	i	i	i	i	i	i	i	i	i
Nc1c(C(=O)NC23CC4CC(CC(C4)C2)C3)sc2nc3c(c(C(F)(F)F)c12)CCC3	i	i	i	i	i	i	i	i	i	i	i
CCOc1ccc(C(=O)OCC(=O)Nc2cc(C)on2)cc1OCC	i	i	i	i	i	i	i	i	i	i	i
Cc1ccc(C[n+]2cccc(-c3ccccc3)c2)c(C)c1	i	i	i	i	i	i	i	i	i	i	i
CCN1CCN(C(=O)N(CC(=O)Nc2ccc(C(N)=O)cc2)S(=O)(=O)c2ccc(C)cc2)CC1	.	i	i	i	i	i	i	.	-6*	.	.
O=C1NC(=Nc2ccccc2)SC1(CO)CO	i	i	i	i	i	i	i	i	i	i	i
O=C(COC(=O)c1cc[n+]([O-])cc1)Nc1cc([N+](=O)[O-])ccc1Cl	i	i	i	i	i	i	i	i	i	i	i
CCc1nn(C(CC)C(=O)NCc2cccc(OC)c2OC)c(=O)c2cc3occc3n12 (configuration not stated)	i	i	i	i	i	i	i	i	i	i	i
NC(=O)c1nn(CC(=O)Nc2ccc3c(c2)OCO3)cc1[N+](=O)[O-]	i	.	i	.	.	.	.	i	.	i	i

Assay outcomes: PubChem, Johns Hopkins Ion Channel Center
